TcdB inh: TcdB glycohydrolase inhibitors, primary screen, biochemical, single point, plate reader. Toxin B (Clostridioides difficile), P18177. TcdB glycohydrolase enzymatic assay. inhibition, % at 9.99 µM. actives 0.24% (n = 350,000); in the data active means inhibition above about 10%
* = called active by the depositor; & = joins results of further samples. A portion of the library; count on the stated rates, not on these rows.

SMILES | TcdB inh
CO[C@H]1CN(C)C(=O)c2ccc(NC(=O)C3CCC3)cc2OC[C@H](C)N(Cc2cccnc2)C[C@H]1C | -0.8
COC(=O)[C@@H]1[C@@H](CO)[C@@H]2Cn3c(ccc(-c4ccccc4)c3=O)[C@@H]2N1C(=O)CC1CC1 | -4.2
CCC(=O)N(C)C[C@H]1Oc2ncc(C#Cc3cccnc3)cc2C(=O)N([C@H](C)CO)C[C@@H]1C | -1.1
CO[C@H]1CN(C)C(=O)c2cc(NC(=O)Nc3cccc(Cl)c3)ccc2OC[C@H](C)NC[C@@H]1C | -2.3
CCCNC(=O)N1CC2(CCN(C(=O)c3cccnc3)CC2)c2c([nH]c3cc(OC)ccc23)[C@H]1CO | 0.9
C[C@@H]1CN([C@@H](C)CO)S(=O)(=O)c2ccc(-c3ccc(F)cc3)cc2O[C@@H]1CN(C)Cc1ccccc1C(=O)O | 0.4
O=C(Nc1cccc(F)c1)N1CC(=O)N2[C@H](CO)[C@@H](c3ccc(C#Cc4cccnc4)cc3)[C@H]2C1 | -0.2
CO[C@H]1CN(C)C(=O)c2ccc(NC(=O)c3ccc(F)cc3)cc2OC[C@H](C)NC[C@H]1C | -0.6
COC(=O)[C@@H]1[C@@H](CO)[C@@H]2Cn3c(ccc(-c4ccncc4)c3=O)[C@@H]2N1Cc1cccc(F)c1 | -0.2
Cc1noc(C)c1NC(=O)N[C@H]1CC[C@H](CCNC(=O)C2CCCCC2)O[C@H]1CO | 0.3
Cc1noc(C)c1NC(=O)Nc1ccc2c(c1)C(=O)N([C@@H](C)CO)C[C@H](C)[C@H](CN(C)S(=O)(=O)c1ccc(F)cc1)OCCCC[C@H](C)O2 | 0.2
COc1ccc(S(=O)(=O)Nc2ccc3c(c2)C(=O)N([C@@H](C)CO)C[C@@H](C)[C@@H](CN(C)S(=O)(=O)c2cccs2)OCCCC[C@@H](C)O3)cc1 | -0.4
C[C@@H]1CN([C@H](C)CO)C(=O)c2cc(C#CCN(C)C)cnc2O[C@@H]1CN(C)C(=O)c1cccc(F)c1 | 1.4
O=S(=O)(N[C@H]1CC[C@@H](CCn2cc(-c3ccccc3F)nn2)O[C@@H]1CO)c1ccc(F)cc1 | -0.3
CCNC(=O)C[C@@H]1CC[C@H]2[C@H](COc3ccc(NC(=O)c4cccc(OC)c4)cc3C(=O)N2C)O1 | -0.5
CCCN1[C@@H]2c3cccc(=O)n3C[C@H]1[C@H](CO)[C@H]2C(=O)Nc1ccccc1 | -1.3
CC(=O)N1[C@H](CO)[C@H]2c3ccccc3N(S(=O)(=O)c3cccc(C)c3)C[C@H]21 | -1.1
C[C@@H]1CN([C@H](C)CO)C(=O)c2cc(NS(C)(=O)=O)ccc2O[C@H]1CN(C)Cc1ccc(C(=O)O)cc1 | 0.0
Cc1cccc2nc(-c3ccccc3)c(-c3ccc(CN4CCC(n5c(=O)[nH]c6cc(Cl)ccc65)CC4)cc3)nc12 | 1.6
O=C(C[C@@H]1C[C@@H]2c3cc(NC(=O)NC4CCCC4)ccc3O[C@@H]2[C@@H](CO)O1)NCCc1ccccc1 | 0.3
CC(=O)N[C@@H]1C=C[C@@H](CC(=O)NCc2ccc(Cl)cc2)O[C@@H]1CO | 0.4&0.5
COc1ccc(-c2ccc([C@H]3[C@@H](CO)N(C(=O)CN(C)C)[C@H]3C#N)cc2)cc1 | -0.9
CNC(=O)C[C@@H]1CC[C@@H]2[C@H](COc3ccc(NC(=O)c4cc(F)cc(F)c4)cc3C(=O)N2C)O1 | 0.4
CNC[C@H]1Oc2c(NS(=O)(=O)c3ccccc3)cccc2C(=O)N([C@@H](C)CO)C[C@H]1C | 0.5
CCCN(CCC)CCc1c[nH]c2ccccc12 | 1.5
O=C(C[C@@H]1CC[C@@H](NS(=O)(=O)c2cccc(F)c2)[C@H](CO)O1)N1CCCCC1 | -0.8
O=C(C[C@@H]1CC[C@H]2[C@@H](COC[C@H](O)CN2C(=O)c2ccccn2)O1)NC1CCC1 | 16.7*
CC(C)NC(=O)N(C)C[C@@H]1Oc2ccc(NC(=O)C3CCCCC3)cc2CC(=O)N([C@H](C)CO)C[C@@H]1C | -0.5
C[C@@H]1CCCCO[C@@H](CN(C)C)[C@@H](C)CN([C@H](C)CO)C(=O)c2cc(NC(=O)c3ccccc3)ccc2O1 | 0.6
C[C@H]1CCCCO[C@@H](CN(C)C(=O)Nc2cccc3ccccc23)[C@@H](C)CN([C@@H](C)CO)C(=O)c2cc(NC(=O)c3ccncc3)ccc2O1 | 0.9
CO[C@H]1CN(C)C(=O)c2ccc(NS(C)(=O)=O)cc2OC[C@@H](C)N(Cc2nccs2)C[C@H]1C | 0.6
C[C@@H]1CCCCO[C@@H](CN(C)S(=O)(=O)c2ccc(F)cc2)[C@@H](C)CN([C@@H](C)CO)C(=O)c2cc(NC(=O)CCC(F)(F)F)ccc2O1 | -4.9
C[C@@H]1CN([C@H](C)CO)C(=O)c2cc(C#CC3CCCCC3)cnc2O[C@H]1CN(C)Cc1ccncc1 | -0.9
Cc1ccc(S(=O)(=O)N(C)C[C@H]2Oc3cc(C4=CCCC4)ccc3S(=O)(=O)N([C@H](C)CO)C[C@@H]2C)cc1 | 0.0
Cc1noc(C)c1NC(=O)N(C)C[C@H]1Oc2c(NC(=O)c3ccc(-c4nccs4)cc3)cccc2C(=O)N([C@@H](C)CO)C[C@H]1C | 0.9
CCC(=O)Nc1ccc2c(c1)OC[C@H](C)N(Cc1cccnc1)C[C@H](C)[C@H](OC)CN(C)C2=O | -0.2
O=C(N[C@@H]1CC[C@H](CCNC(=O)C2CCCCC2)O[C@@H]1CO)c1ccncc1 | 0.0
COc1ccc(N2CCN(C(=O)C(=O)c3cccc([N+](=O)[O-])c3)CC2)cc1 | 0.1
CC=Cc1ccc2n(c1=O)C[C@@H]1[C@@H](CO)[C@H](C(=O)NCCCN(C)C)[C@H]2N1C(=O)c1ccccc1F (mixture of isomers) | -0.6
CCCNC(=O)Nc1ccc2c(c1)C(=O)N(C)[C@H]1CC[C@@H](CC(=O)OC)O[C@H]1CO2 | 0.4
C[C@@H]1CN([C@@H](C)CO)C(=O)c2cc(N(C)C)ccc2O[C@@H]1CN(C)S(=O)(=O)c1ccccc1 | -1.4
O=C(C[C@H]1C=C[C@H](NC(=O)C2CC2)[C@H](CO)O1)NCc1ccccc1Cl | 1.2
CCC(C)CN1C(=O)CN(S(C)(=O)=O)CC1(C)C(=O)NCc1ccccc1 (configuration not stated) | 1.6
N#C[C@@H]1[C@H](c2ccc(C#CC3CCCC3)cc2)[C@@H](CO)N1C(=O)c1cccc(F)c1 | 0.3
C[C@H](CO)N1C[C@H](C)[C@@H](CN(C)Cc2ccc(Oc3ccccc3)cc2)Oc2ccc(NS(=O)(=O)c3ccc(F)cc3)cc2CC1=O | -0.9
C[C@@H](NC(=O)C[C@@H]1C=C[C@H](NC(=O)CN2CCOCC2)[C@H](CO)O1)c1ccccc1 | -0.5
O=C(Cc1ccncc1)N1CCCCN2[C@@H](CO)[C@H](c3ccc(C#Cc4ccccc4F)cc3)[C@@H]2C1 | 1.0
C[C@H](CO)N1C[C@H](C)[C@@H](CN(C)Cc2ccncc2)Oc2cc(-c3ccccc3F)ccc2S1(=O)=O | 0.4
CO[C@@H]1CN(C)C(=O)c2ccc(NC(C)=O)cc2OC[C@@H](C)N(Cc2cccc(F)c2)C[C@H]1C | -6.5
Cc1noc(C)c1NC(=O)N(C)C[C@@H]1Oc2c(NC(=O)c3ccncc3)cccc2C(=O)N([C@@H](C)CO)C[C@H]1C | 0.3
Following part
SMILES | TcdB inh
CC(C)NC(=O)Nc1ccc2c(c1)C(=O)N([C@@H](C)CO)C[C@@H](C)[C@@H](CN(C)S(C)(=O)=O)O2 | 0.9
COc1ccc(NC(=O)N[C@H]2C=C[C@H](CC(=O)NC3CCC3)O[C@@H]2CO)cc1 | 0.1
O=C(C1CC1)N1CC(=O)N2[C@@H](CO)[C@H](c3ccc(C#CCc4ccccc4)cc3)[C@@H]2C1 | 0.4
C[C@@H]1CN([C@H](C)CO)C(=O)c2cc(-c3cccnc3)cnc2O[C@@H]1CN(C)C(=O)C1CCC1 | 0.2
C[C@H]1CN([C@@H](C)CO)C(=O)Cc2cc(NC(=O)C3CC3)ccc2O[C@@H]1CN(C)C(=O)Nc1ccc2c(c1)OCO2 | -1.2
C[C@@H]1CN([C@H](C)CO)C(=O)c2cc(C3=CCCCC3)cnc2O[C@H]1CN(C)C(=O)c1ccccn1 | -0.2
CO[C@H]1CN(C)C(=O)c2cc(NC(C)=O)ccc2OC[C@@H](C)N(C(=O)CN(C)C)C[C@@H]1C | -0.4
C[C@@H]1CCCCO[C@@H](CN(C)C(=O)NC2CCCCC2)[C@@H](C)CN([C@@H](C)CO)C(=O)c2cc(NC(=O)Nc3cccc4ccccc34)ccc2O1 | 2.5
CN(C)c1ccc2c(c1)[C@@H]1C[C@@H](CC(=O)NCc3ccccn3)O[C@@H](CO)[C@@H]1O2 | -43.2
O=C(C1CCC1)N1CC(=O)N2[C@H](CO)[C@H](c3ccc(-c4ccccc4F)cc3)[C@H]2C1 | 0.7
Cc1noc(C)c1S(=O)(=O)N(C)C[C@H]1OCCCC[C@@H](C)Oc2ccc(NC(=O)NC3CCCCC3)cc2C(=O)N([C@@H](C)CO)C[C@@H]1C | -1.1
COc1ccc(NC(=O)N2CCCCN3[C@@H](CO)[C@H](c4ccc(C#Cc5ccccc5)cc4)[C@@H]3C2)cc1 | 1.3
C[C@H]1CN([C@@H](C)CO)C(=O)c2cccc(NC(=O)c3ccncc3)c2O[C@@H]1CN(C)Cc1ccc2c(c1)OCO2 | -0.2
CCCCCNC(=O)C(c1ccccc1)n1c(=O)c(-c2cc3ccccc3[nH]2)nc2ccccc21 (configuration not stated) | 0.1
COC(=O)N1C[C@H](OCCCOCc2ccccc2)[C@H]2C[C@@H]1c1ccccc1O2 | 1.1
C[C@H]1CN([C@@H](C)CO)C(=O)c2cc(C#CCN(C)C)cnc2O[C@H]1CN(C)C(=O)CN1CCOCC1 | -4.2
COc1ccc(S(=O)(=O)N(C)C[C@@H]2OCCCC[C@@H](C)Oc3ccc(NS(=O)(=O)c4ccccc4)cc3C(=O)N([C@@H](C)CO)C[C@@H]2C)cc1 | 2.2
O=C(C[C@H]1CC[C@@H]2[C@H](COC[C@H](O)CN2C(=O)Nc2cccc(F)c2)O1)NCCCN1CCOCC1 | 1.2
C[C@H](CO)N1C[C@H](C)[C@H](CN(C)C(=O)NC2CCCCC2)Oc2ccc(NC(=O)CCN3CCOCC3)cc2CC1=O | -0.1
COc1ccc2c3c([nH]c2c1)[C@H](CO)N(CC1CC1)CC31CN(C(=O)C2CCOCC2)C1 | -0.6

Ordered by molar mass (smallest number first): some entries from above.
SMILES | TcdB inh
O=C(N[C@@H]1CC[C@H](CCNC(=O)C2CCCCC2)O[C@@H]1CO)c1ccncc1 | 0.0
CCC(C)CN1C(=O)CN(S(C)(=O)=O)CC1(C)C(=O)NCc1ccccc1 (configuration not stated) | 1.6
N#C[C@@H]1[C@H](c2ccc(C#CC3CCCC3)cc2)[C@@H](CO)N1C(=O)c1cccc(F)c1 | 0.3
O=C(C1CC1)N1CC(=O)N2[C@@H](CO)[C@H](c3ccc(C#CCc4ccccc4)cc3)[C@@H]2C1 | 0.4
CCCNC(=O)Nc1ccc2c(c1)C(=O)N(C)[C@H]1CC[C@@H](CC(=O)OC)O[C@H]1CO2 | 0.4
COC(=O)[C@@H]1[C@@H](CO)[C@@H]2Cn3c(ccc(-c4ccccc4)c3=O)[C@@H]2N1C(=O)CC1CC1 | -4.2
COC(=O)[C@@H]1[C@@H](CO)[C@@H]2Cn3c(ccc(-c4ccncc4)c3=O)[C@@H]2N1Cc1cccc(F)c1 | -0.2
CCC(=O)Nc1ccc2c(c1)OC[C@H](C)N(Cc1cccnc1)C[C@H](C)[C@H](OC)CN(C)C2=O | -0.2
CCCNC(=O)N1CC2(CCN(C(=O)c3cccnc3)CC2)c2c([nH]c3cc(OC)ccc23)[C@H]1CO | 0.9
O=C(C[C@@H]1C[C@@H]2c3cc(NC(=O)NC4CCCC4)ccc3O[C@@H]2[C@@H](CO)O1)NCCc1ccccc1 | 0.3
Cc1noc(C)c1NC(=O)N(C)C[C@H]1Oc2c(NC(=O)c3ccc(-c4nccs4)cc3)cccc2C(=O)N([C@@H](C)CO)C[C@H]1C | 0.9
C[C@@H]1CCCCO[C@@H](CN(C)C(=O)NC2CCCCC2)[C@@H](C)CN([C@@H](C)CO)C(=O)c2cc(NC(=O)Nc3cccc4ccccc34)ccc2O1 | 2.5

(further entries)
SMILES | TcdB inh
O=C(CCCCCn1c(=O)[nH]c2ccccc2c1=O)NC1CCCC1 | 0.1
C[C@@H]1CN([C@@H](C)CO)C(=O)c2cc(N(C)C)ccc2O[C@@H]1CN(C)Cc1ccc(C(F)(F)F)cc1 | -5.2
O=C(C[C@H]1CC[C@H](NC(=O)c2ccc3c(c2)OCO3)[C@H](CO)O1)NCc1ccc(Cl)cc1 | 0.7
C[C@H]1CN([C@@H](C)CO)S(=O)(=O)c2ccc(-c3cccnc3)cc2O[C@@H]1CN(C)C | -0.3
N#C[C@H]1[C@@H](c2ccc(C3=CCCCC3)cc2)[C@@H](CO)N1C(=O)C1CCOCC1 | 0.3
COCC(=O)N[C@@H]1C=C[C@@H](CC(=O)NCc2ccc(Cl)cc2)O[C@@H]1CO | -1.4
O=C(C[C@@H]1C=C[C@H](NC(=O)c2ccncc2)[C@H](CO)O1)NCc1ccncn1 | 0.1
O=[N+]([O-])c1ccc(Cl)c(CN2CCN(c3ncc(Cc4ccccc4)cn3)CC2)c1 | -0.1
COc1ccc(CCNC(=O)C(F)(F)F)cc1S(N)(=O)=O | -3.7
COc1cc(CN2CC3(CCN(C(=O)Nc4c(C)noc4C)CC3)c3c(n(C)c4cc(OC)ccc34)[C@H]2CO)cc(OC)c1 | 0.1
COc1ccc2c3c(n(C)c2c1)[C@@H](CO)N(C(=O)Cc1ccccc1)CC31CN(C)C1 | 0.1
O=C(C[C@H]1C[C@@H]2c3cc(NS(=O)(=O)c4ccc(F)cc4)ccc3O[C@@H]2[C@@H](CO)O1)NCc1ccc(Oc2ccccc2)cc1 | -0.4
CC(C)NC(=O)N(C)C[C@@H]1OCCCC[C@@H](C)Oc2ccc(NC(=O)NC3CCCCC3)cc2C(=O)N([C@@H](C)CO)C[C@@H]1C | -0.1
CCCNC(=O)N1[C@@H]2CN(C(=O)Nc3ccccc3)c3ccccc3[C@@H]2[C@@H]1CO | -0.4
CO[C@@H]1CN(C)C(=O)c2ccc(NC(C)=O)cc2OC[C@@H](C)N(S(C)(=O)=O)C[C@H]1C | 0.9
